# Compound activity: PubChem BioAssay, National Center for Advancing Translational Sciences (NCATS)
# PKM2 act – qHTS Assay for Activators of Human Muscle isoform 2 Pyruvate Kinase; AID 1631, 2009; 260,000 tested, 0.34% active; Potency, µM (top dose mostly 57.5 µM), for the others: top-dose activation, usual class: activators; Pyruvate kinase PKM (Homo sapiens), P14618; purified PKM2, Kinase-Glo ATP luminescence, activation; response scale: 0% is enzyme alone, no compound; also: potency is read from the fitted curve at half-maximal effect; % is scaled to controls: 0 for no effect and ±100 for the full control effect; nearly all actives have a fitted effect of over 55% in size
#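 hPK-M2, >95% pure; 0.1 mM ADP / 0.5 mM PEP final; imidazole pH7.2 buffer w/ 7 mM MgCl2, 50 mM KCl; 1 h RT; Kinase-Glo lum. Intermediate enzyme activity for dual inhibitor/activator qHTS.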
# KCNH2 3.1 inh – qHTS for Inhibitors of KCHN2 3.1: Mutant qHTS; 340,000 tested, 0.95% active; Potassium voltage-gated channel subfamily H member 2, brain isoform KCNH2 3.1 (human); activity change, % (tested at about 1.8 µM); AID 720553, 2013; U2OS KCNH2 3.1, thallium flux FluxOr; hits give low values;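 active = maximum activity change below -70%; inconclusive = maximum activity change from -70% to -50%; inactive = maximum activity change above -50%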;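 also: thallium influx rate constant from kinetic fluorescence after stimulation buffer; % is scaled to controls: 0 for no effect and ±100 for the full control effect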
#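 Thallium flux read-out: FluxOr dye with Red40 quencher in HBSS/HEPES, 45 min at RT. Rate constants from kinetic reads were normalized to positive and negative DMSO controls. Cells: U2OS virally expressing the 3.1 isoform.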
# ELG1 DNA repair – qHTS screen for small molecules that inhibit ELG1-dependent DNA repair in human embryonic kidney (HEK293T) cells expressing luciferase-tagged ELG1; HEK293T ELG1-luciferase reporter, luminescence, 16 h; DNA damage induced by 5-fluorouridine; Potency, µM (top dose mostly 46.1 µM), inactives show at the highest dose activity change, negative = inhibition, actives largely listed as inhibitors; 330,000 tested, 2.3% active; AID 504467, 2011; also: potency is read from the fitted curve at half-maximal effect; % is scaled to controls: 0 for no effect and ±100 for the full control effect; nearly all actives have a fitted effect of over 55% in size
#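 Luminescence from the luciferase reporter, measured 30 min after ONE-Glo reagent at room temperature, was the read-out. Beforehand, 2,000 cells per well were exposed for 16 hr at 37 °C to 5-fluorouridine together with compound or vehicle.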
# MBNL1 CUG block – qHTS Assay for Inhibitors of MBNL1-poly(CUG) RNA binding. Muscleblind-like protein 1 (Homo sapiens), Q9NR56. AID 2675, 2010. TR-FRET MBNL1-His/biotin-(CUG)12 binding, 665/545 ratio. Potency, µM (doses to about 57.5 µM), for inactives: at the highest dose activity change, negative = inhibition, usual class: inhibitors. 280,000 tested, 0.036% active; active = well fitted inhibition curve with a large enough effect in the signal ratio, with a control signal flat, not every such curve was filed as active; inconclusive = small, poorly fitted or top-dose-only effect, or effect the other way, or a change in a side signal; inactive = no such curve, though single readings can be large or run the other way; the % refers to the signal ratio; also: potency is read from the fitted curve at half-maximal effect; % is scaled to controls: 0 for no effect and ±100 for the full control effect
# Target sequence (Q9NR56 whole entry, looked up): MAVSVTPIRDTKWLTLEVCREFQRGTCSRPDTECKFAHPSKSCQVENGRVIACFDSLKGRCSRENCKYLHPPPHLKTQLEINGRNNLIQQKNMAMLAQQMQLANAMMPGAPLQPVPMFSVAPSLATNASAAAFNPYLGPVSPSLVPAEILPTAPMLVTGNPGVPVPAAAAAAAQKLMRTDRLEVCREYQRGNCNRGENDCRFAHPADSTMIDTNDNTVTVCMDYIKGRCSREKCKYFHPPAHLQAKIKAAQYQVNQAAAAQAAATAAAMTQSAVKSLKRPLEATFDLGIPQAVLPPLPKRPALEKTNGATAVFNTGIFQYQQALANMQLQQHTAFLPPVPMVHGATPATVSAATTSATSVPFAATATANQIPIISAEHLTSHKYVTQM
#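 TR-FRET readout: Ex 340 nm, 665/545 nm emission ratio, normalized to buffer-only (basal) and MBNL1-(CUG)12 controls. Complex of MBNL1-His with Biotin-(CUG)12, compounds 92 nM–58 uM, incubated 60 min at room temperature.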
# Menin-MLL TR inh – qHTS Assay for Inhibitors Targeting the Menin-MLL Interaction in MLL Related Leukemias: Competition With Texas Red Labeled MLL-derived Mutant Peptide; O00255; Menin + Texas Red MLL mutant peptide, fluorescence polarization; Potency, µM (doses to about 61.6 µM), inactives show at the highest dose FP activity change, negative = inhibition, usual class: inhibitors; 270,000 tested, 0.23% active; AID 1768, 2009; active = well fitted inhibition curve with a large enough effect in the polarisation, with a control signal flat, not every such curve was filed as active; inconclusive = small, poorly fitted or top-dose-only effect, or effect the other way, or a change in a side signal; inactive = no such curve, though single readings can be large or run the other way; the % refers to the polarisation; also: potency is read from the fitted curve at half-maximal effect; % of control where 0% means no effect; many of its hits are not listed in these tables
# Target sequence (O00255 whole entry, looked up): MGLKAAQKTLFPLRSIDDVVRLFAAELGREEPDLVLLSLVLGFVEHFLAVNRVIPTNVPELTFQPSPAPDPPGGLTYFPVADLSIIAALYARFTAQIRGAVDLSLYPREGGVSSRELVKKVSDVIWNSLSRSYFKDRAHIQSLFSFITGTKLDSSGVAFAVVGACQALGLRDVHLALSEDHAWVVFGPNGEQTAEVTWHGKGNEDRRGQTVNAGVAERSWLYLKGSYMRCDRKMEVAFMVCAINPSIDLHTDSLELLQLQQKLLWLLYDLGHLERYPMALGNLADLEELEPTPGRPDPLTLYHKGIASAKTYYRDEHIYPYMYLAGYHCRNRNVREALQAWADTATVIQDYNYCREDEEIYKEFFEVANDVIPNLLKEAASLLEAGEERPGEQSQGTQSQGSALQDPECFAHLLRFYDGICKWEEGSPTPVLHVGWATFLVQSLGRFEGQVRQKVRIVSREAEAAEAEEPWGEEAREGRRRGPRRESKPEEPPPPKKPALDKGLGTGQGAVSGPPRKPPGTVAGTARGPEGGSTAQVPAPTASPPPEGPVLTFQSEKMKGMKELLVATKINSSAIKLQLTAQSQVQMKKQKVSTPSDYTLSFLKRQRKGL
# FLuc modulator – qHTS profiling assay for firefly luciferase inhibitor/activator using purifed enzyme and Km concentrations of substrates (counterscreen for miR-21 project). AID 588342, 2011. 360,000 tested, 6.9% active. purified FLuc, Km substrates, luminescence inhibition. Potency, µM (series often up to 57.5 µM), for the others: at the top dose activity change, negative = inhibition, actives largely listed as inhibitors;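 also: potency is read from the fitted curve at half-maximal effect; plate controls were vehicle for no effect and reference inhibitor for full effect; nearly all actives have a fitted effect of over 55% in size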
#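 Biochemical qHTS of compounds, final roughly 60 µM downward over six points, against 10 nM purified firefly luciferase using Km concentrations of substrates (10 uM D-luciferin, 10 uM ATP) in Tris acetate pH 7.5 buffer; luminescence output.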
# RORgamma inh – qHTS for inhibitors of ROR gamma transcriptional activity; Drosophila S2 Gal4-RORgamma UAS-luciferase reporter, 20 h; Potency, µM (titrated, usually from 53.6 µM), without a hit: at the highest dose activity change, negative = inhibition, most hits filed as inhibitors; 310,000 tested, 5.4% active; also: potency is read from the fitted curve at half-maximal effect; % is scaled to controls: 0 for no effect and ±100 for the full control effect; nearly all actives have a fitted effect of over 60% in size
#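 Compounds are pin-transferred onto Drosophila Schneider cells expressing a copper-inducible Gal4–ROR gamma transactivation domain fusion. After 1 hr, copper sulfate is added to 700 uM final; luciferase is read 20 hr later.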
# Rab9 promoter act – qHTS Assay for Rab9 Promoter Activators; AID 485297, 2010; Huh7 Rab9 promoter-luciferase reporter, luminescence, 24 h; Potency, µM (titrated, usually from 9.22 µM), for the others: at the highest dose activation, negative = inhibition, most hits filed as activators; 320,000 tested, 2.8% active; also: potency is read from the fitted curve at half-maximal effect; % of control where 0% means no effect; nearly all actives have a fitted effect of over 60% in size
#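 Stable Rab9-luc Huh7, 1500 cells/well, 2 h settle; cmpd in DMSO, 24 h, 37 °C/5% CO2; luciferase reagent 10 min RT; luminescence.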
# VP16 counter – VP16 counterscreen qHTS for inhibitors of ROR gamma transcriptional activity. Drosophila S2 Gal4-VP16 UAS-luciferase, luminescence, 20 h. Potency, µM (doses to about 53.6 µM), for inactives: top-dose activity, negative = inhibition, actives largely listed as inhibitors. 310,000 tested, 3.5% active. AID 2546, 2010;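 also: Gal4-VP16 expression switched on by copper sulfate through the metallothionein promoter; potency is read from the fitted curve at half-maximal effect; % is scaled to controls: 0 for no effect and ±100 for the full control effect; nearly all actives have a fitted effect of over 50% in size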
# Mito fusion yeast – qHTS Assay for Small Molecule Inhibitors of Mitochondrial Division or Activators of Mitochondrial Fusion. S. cerevisiae fusion-defective mutant growth rescue, CellTiterGlo 48 h. Potency, µM (doses to about 46.1 µM), for inactives: at the top dose growth rescue (activation), usual class: activators. 320,000 tested, 0.23% active. AID 485298, 2010;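 also: potency is read from the fitted curve at half-maximal effect; % of control where 0% means no effect; nearly all actives have a fitted effect of over 45% in size; temperature-sensitive fusion mutants such as fzo1-1 at 37 °C on non-fermentable ethanol glycerol medium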
#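 Compounds are tested for their ability to restore growth of mitochondrial fusion-defective yeast strains at non-permissive 37C in YPEG medium over 48 hours. Viability is quantified by luciferase luminescence.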
# NPC1 prom act – qHTS Assay for NPC1 Promoter Activators. Potency, µM (series often up to 9.22 µM), without a hit: at the top dose activation, actives largely listed as activators. Huh7 NPC1 promoter luciferase reporter, 24 h. AID 485313, 2010. 320,000 tested, 2.4% active;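 also: potency is read from the fitted curve at half-maximal effect; % of control where 0% means no effect; nearly all actives have a fitted effect of over 60% in size; reporter is driven by a mutant NPC1 promoter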
#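 Huh7 cells stably carrying NPC1 promoter–luciferase, plated in Opti-MEM with 10% FBS for 2 h, were exposed to compound in DMSO for 24 h at 37 °C; luciferase reagent was added for 10 min and luminescence read.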
# * = called active by the depositor; ? = inconclusive; nt = no result given; [ ] = dose if it differs, or a comment. Unless noted, calls follow the shape of the dose curve; as a rule, active = well fitted curve in the direction sought with a large enough effect; inconclusive = small, poorly fitted or top-dose-only effect, or another doubt; inactive = no such curve, though single readings can be large; an effect the other way counts as inactive or inconclusive. These rows are one share of the data, so the mix of outcomes need not match the whole.
SMILES,PKM2 act,KCNH2 3.1 inh,ELG1 DNA repair,MBNL1 CUG block,Menin-MLL TR inh,FLuc modulator,RORgamma inh,Rab9 promoter act,VP16 counter,Mito fusion yeast,NPC1 prom act
Cc1ccc(NC(=O)/C=C\C(=O)NCC(=O)O)cc1C,2.4%,1.1,-2.2%,1.4%,0.5%,-5.2%,31.7%,0.8%,-8.3%,8.4%,-4.2%
CCc1cccc(C)c1NC(=O)CN(C)Cc1cccc(F)c1,3.7%,6.4,1.4%,10.3%,-28.8%,-0.8%,3.3%,-1.2%,-7.3%,16.7%,0.3%
CCNc1nc(NCC)nc(N(C#N)C(C)C)n1,-0.6%,-23.0,?,-9.5%,nt,-2.2%,1.1%,-1.6%,13.3%,-0.6%,-9.0%
CCN1C(=O)CC(C(=O)O)SC1=Nc1ccc(OC)cc1 (stereo unspecified),-0.8%,10.9,11.5%,-2.5%,0.0%,0.4%,-27.7%,0.2%,-9.5%,0.0%,-0.3%
CCOC(=O)/C(=N\Nc1cc(Cl)ccc1Cl)N1CCOCC1,-9.2%,8.1,-2.1%,nt,-3.7%,-7.0%,-1.7%,-4.5%,-5.0%,-2.3%,0.9%
COCCn1c(=NC(=O)CSCC(=O)NC2CCCCC2)sc2cc(OC)ccc21,8.3%,20.4,?,13.6%,-25.6%,1.9%,8.5%,-4.6%,0.5%,2.2%,-3.4%
O=C(CN1C(=O)CSc2ncccc21)N1CCOCC1,0.3%,2.2,4.8%,?,-13.5%,-0.3%,-24.7%,-4.1%,3.0%,-2.3%,-1.1%
Cc1ccc(C(=O)Nc2ccc(F)cc2)cc1NC1=NC2CS(=O)(=O)CC2S1 (stereo unspecified),2.2%,8.9,-15.2%,-4.7%,13.3%,2.5%,1.9%,-2.5%,2.5%,-0.7%,0.1%
CNc1ccccc1C(C)(C)c1cc(-c2ccco2)n[nH]1,?,-1.8,-10.2%,-1.0%,4.1%,1.7%,-36.1%,2.6%,-27.7%,?,-10.0%
COc1cc(CNn2c(C)n[nH]c2=S)cc(Cl)c1OCC(=O)NC(C)(C)C,-22.2%,-1.3,?,-4.0%,7.6%,-3.4%,?,-3.2%,-6.0%,-2.5%,-0.1%
CCOC(=O)c1c(C)n(C(=O)c2ccco2)c(=O)n1C(=O)c1ccco1,-1.1%,-9.4,?,?,-3.8%,-11.8%,-21.5%,5.1%,13.8%,0.1%,11.0%
O=C(CSc1nc(=O)n2ccccc2n1)NCc1ccccc1Cl,nt,-16.9,15.6%,nt,nt,1.6%,nt,-7.2%,nt,-2.9%,-3.1%
CCCC1(c2ccccc2)NC(=O)N(CC(=O)N2CC(=O)Nc3ccccc32)C1=O (stereo unspecified),nt,3.2,5.8%,nt,nt,2.9%,nt,-6.9%,nt,-2.7%,1.3%
Cc1ccc(C(=O)Nc2ncc(Cc3ccc(SC(F)F)cc3)s2)cc1,0.5%,0.1,?,-4.6%,2.6%,-1.0%,12.6µM*,-13.9%,?,-1.1%,-3.1%
CCn1c(SCC(=O)NCc2ccc(F)cc2)nc2c(c1=O)SC(C)C2 (stereo unspecified),-5.7%,8.3,1.7%,10.3%,14.6%,1.9%,28.1%,-2.9%,1.2%,-3.4%,-3.3%
Cc1ccn2c(=O)c(NC(=O)COc3ccccc3)c(C)nc2c1,nt,8.5,6.0%,nt,nt,2.2%,nt,1.7%,nt,2.2%,1.1%
O=C(Nc1cccc(NC(=O)c2ccco2)c1)c1cccc(Br)c1,0.9%,0.7,-5.4%,-2.3%,?,?,19.2%,-2.7%,-0.8%,29.7%,1.8%
C=CCN(c1ccccc1)S(=O)(=O)c1ccc2c(c1)oc(=O)n2C,-1.6%,-1.8,4.7%,15.5%,-0.6%[11.7 µM],0.1%,?,16.6%,-0.4%,4.3%,-6.3%
CCOC(=O)C1(Cc2ccccc2)CCN(Cc2ccc(C3CCCCO3)s2)CC1 (stereo unspecified),-0.3%,-2.0,?,-4.6%,nt,-2.1%,6.0%,1.5%,3.2%,-5.5%,-1.7%
COc1ccc2c(c1)CCCC2NS(=O)(=O)OCC(Cl)(Cl)Cl (stereo unspecified),0.2%,10.4,8.6%,5.4%,25.2%,0.0%,-19.5%,-3.4%,-2.5%,0.0%,0.2%
N=c1n(CC(=O)O)c2ccccc2n1Cc1ccccc1Cl,-2.8%,9.4,1.9%,1.3%,2.2%,2.0%,?,-1.1%,4.0%,-1.1%,-0.9%
O=C(O)/C=C/C(=O)Nc1c(F)cccc1F,-2.8%,18.9,-5.4%,-10.0%,nt,-2.0%,-8.7%,-5.7%,-5.9%,-2.0%,0.5%
CC(=O)OCc1nc2sc3c(c2c(=O)[nH]1)CCCC3,10.4%,7.3,?,-3.0%,13.0%,-3.7%,-1.1%,1.0%,0.5%,0.3%,0.0%
CCOc1ccc2c(c1)c(C(C)=O)c(C)n2-c1ccccc1,3.1%,6.3,?,-7.5%,nt,2.6%,36.0%,-3.6%,8.6%,15.8%,6.2%
CC(=O)Nc1ccc(NC(=O)C(C)OC(=O)C2CC(=O)N(CCc3ccccc3)C2)cc1 (stereo unspecified),nt,-11.7,0.4%,nt,nt,12.2%,nt,-6.7%,nt,-4.2%,1.2%
CCCC(=O)NC(c1ccc(N(C)C)cc1)c1c(O)ccc2ccccc12 (stereo unspecified),0.8%,0.2,0.5%,9.1%[11.5 µM],12.4%,-9.8%,?,-6.3%,-12.7%,-42.4%[inhibitor],-8.0%
CC(=O)N1N=C(c2ccc(Br)cc2)CC1c1cn(C)c2ccccc12 (stereo unspecified),?,-3.9,1.6%,31.9%[activator],-12.3%,-7.8%,9.4%,-4.3%,-10.7%,23.8%,-4.9%
CN(C)CCNc1ccc(-c2nn(C)c(=O)c3ccccc23)cc1[N+](=O)[O-],8.7%,nt,?,?,-0.3%,1.0%,-13.6%,1.0%,2.4%,-4.0%,-5.9%
CCc1c(C)sc(NC(=O)Cn2nc(C)c([N+](=O)[O-])c2C)c1C(N)=O,-15.8%,14.9,-2.4%,2.8%,15.6%,?,-7.9%,-5.2%,3.4%,-2.7%,-2.7%
COc1ccc(C(=O)Nc2cccc3ccccc23)cc1,1.1%,0.4,?,11.2%,-3.3%,19µM*,?,?,17.4%,-0.2%,?
O=C(COc1ccccc1)Nc1ccc(N2CCN(C(=O)c3ccco3)CC2)cc1,5.1%,2.4,?,2.3%,9.3%,3.3%,11.4%,-13.0%,-6.5%[10 µM],-2.4%,0.2%
C=CCn1c(SCc2cc(=O)n3cc(C)ccc3n2)nnc1-c1cccc(C)c1,-9.6%,-0.4,-7.3%,nt,-6.0%,-1.5%,4.6%[10 µM],17.5%,-0.9%,-2.3%,1.3%
O=C(C1CCCN(S(=O)(=O)c2ccccc2)C1)N1CCCCC1 (stereo unspecified),1.1%,-3.2,6.6%,-7.6%,6.0%,-0.7%,-3.7%,-1.3%,-8.7%,2.1%,1.0%
Cc1ccc2nc3nc(NCC4CCCO4)c(C(=O)NC4CCCCC4)cc3c(=O)n2c1 (stereo unspecified),5.8%,nt,-13.4%,?,4.5%,4.1%,-11.1%,-2.4%,9.2%,7.5%,0.5%
CN(CCO)c1cc(N2CCN(C(=O)c3ccco3)CC2)c2nonc2c1[N+](=O)[O-],-2.7%,-2.9,6.0%,?,1.1%,3.5%,1.2%,-5.2%,-3.2%,-4.7%,0.1%
COc1ccc(OCc2cc(C(=O)N(C)Cc3nccn3C)no2)c2ccccc12,-3.6%,-4.8,0.9%,11.2%,9.8%,6.3%,-32.1%,-0.1%,2.2%,-2.1%,-3.1%
Cc1ccc(NC(=O)Cn2nnc(C(=O)NCc3ccc(Cl)cc3)c2N)cc1F,nt,-18.6,0.0%,-4.7%,?,0.5%,-15.3%,-5.3%,-8.2%,-2.5%,-4.0%
CCc1nnc(NC(=O)CSc2nnc(COc3cccc(C)c3)o2)s1,19.1%,-1.0,-1.4%,1.5%,9.5%,0.0%,-106.6%,5.0%,?,5.7%,-10.5%
